# ERK EGF block: blocks ERK signaling stimulated by EGF. AID 1454. 0.41% of 130,000 active. HEK293-V1b, EGF-stimulated phospho-ERK AlphaScreen. Potency, µM (top dose mostly 11.5 µM), for inactives: at the top dose activity change, negative = inhibition, hits mostly inhibitors; active = well fitted inhibition curve with a large enough effect; inconclusive = small, poorly fitted or top-dose-only effect, or effect the other way;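 also: plate controls were stimulated vehicle wells for no effect and unstimulated vehicle basal for full effect; nearly all actives have a fitted effect of over 55% in size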
#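 In this qHTS, HEK293 cells with stable type-1 vasopressin (V1b) receptor were exposed to compound at 37C for 30 min, stimulated 5 min with EGF at 25 nM, lysed, and probed for phospho-ERK by AlphaScreen.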
# Starred values were filed as active, the others as inactive; u = inconclusive; [ ] = another dose, or the depositor's remark. Potency is read from the fitted curve at half-maximal effect. Some of the compounds tested; count on the stated rates, not on these rows.
SMILES,ERK EGF block
Cc1noc(C)c1C(=O)OCC(=O)N1CCN(S(=O)(=O)c2ccc3ccccc3c2)CC1,-7%[57.5 µM]
Cc1ccc2cccc(S(=O)(=O)N3CCCc4ccccc43)c2n1,u
C=C(C)/C=N/NC(=S)Nc1ccc(S(=O)(=O)N2CCOCC2)cc1,10%[57.5 µM]
CC(C)CCNC(=O)C(c1ccc(O)cc1)N(C(=O)C1COc2ccccc2O1)c1cccc(O)c1 (configuration not stated),-3%
Cc1nc2cnc(N3CCOCC3)nc2n(CCC#N)c1=O,-7%
COc1cc2[nH]c3c(=O)n4c(nc3c2cc1OC)SCCC4,-4%[57.5 µM]
CC(C)c1cc(N2CCC(=O)NC2=O)cc(C(=O)O)c1O,-1%
C=CCN(c1ccccc1)S(=O)(=O)c1cccc2cccnc12,-2%[57.5 µM]
O=C(c1ccc(Cl)c(Cl)c1)N1CCC(=O)N(C(COCc2cccc(Cl)c2)Cc2ccccc2)CC1 (configuration not stated),0%
O=C(Oc1ccc2c(c1)OCC2=O)c1ccc(Cl)cc1,10%[57.5 µM]
Cc1sc2nc(SCC(=O)NCCOCCO)nc(N)c2c1C,2%
CNCC[C@H](Oc1ccc(C(F)(F)F)cc1)c1ccccc1,0%
COc1ccc(C(=O)/C=C/c2ccc(O)cc2)cc1,-3%[57.5 µM]
O=C(O)Cc1sc(-c2ccccc2)nc1-c1cccs1,-3%
Cc1cc(OCc2nnc(SC(C)C(=O)O)n2Cc2ccccc2)ccc1Cl (configuration not stated),4%
Cc1ccc(-n2c(SCC(=O)NCc3ccco3)nnc2-c2cccnc2)cc1,4%
CCOC(=O)c1cn(CC)c2cc(Cl)c([N+](=O)[O-])cc2c1=O,-3%
O=C(CCCOc1ccc(Cl)cc1Cl)N/N=C/c1ccccc1O,3%
COc1cccc(NC(=O)Cn2cnc3sc(C)c(S(=O)(=O)N4CCN(C)CC4)c3c2=O)c1,3%
CCOc1ccc2c(c1)/C(=C(\C(Cl)=C(Cl)Cl)[N+](=O)[O-])N2,3%
CS(=O)(=O)N(CC(=O)Nc1ccccc1)c1cccc(Cl)c1Cl,0%
Cc1ccc(Cl)cc1N1CCN(C(=O)C2CCC(=O)N2C(C)C)CC1 (configuration not stated),6%
Cn1c(C(=O)NCC2CCCO2)cc2c(=O)[nH]c3ccccc3c21 (configuration not stated),1%
CCN(CC)CC(=O)Nc1sc(C)c(C)c1C(=O)c1ccc(C)cc1,4%
O=C(C[n+]1cccc(O)c1)Nc1ccc(Br)cc1,-3%
CC(=O)c1sc(-c2ccccc2Cl)nc1C,-1%
Cc1ccc(O)c(-c2cc(C(=O)NCc3ccccc3)[nH]n2)c1,4%
O=C(NCc1ccccn1)c1nn(-c2ccccc2)c(=O)c2ccccc12,-9%
NNC(=O)c1csc(-c2ncc(C(F)(F)F)cc2Cl)n1,4%[57.5 µM]
COc1cc([N+](=O)[O-])ccc1N1C(=O)C2C3C=CC(C4CC34)C2C1=O (configuration not stated),-5%
Cc1cccc(NC(=O)c2cnc3n(c2=O)CCS3)c1,2%
COc1cccc(NC(=O)CCC(=O)Nc2cccc(OC)c2)c1,7%
CCc1ccccc1NC(=O)c1cc(=O)c2ccccc2o1,-10%
CCc1ccc(CN(C)C(=O)CCc2nnc(CCc3ccccc3OC)o2)nc1,4%
CCN(CC)C(=O)C(=O)c1cccn1-c1c(Cl)cccc1C#N,-12%
O=C1NC2(CCCCC2)N(C(=O)c2ccccc2)C2=C1CCCC2,-6%
Cc1cc(-c2nnc3n2N=C(c2ccccc2)CS3)n[nH]1,4%[57.5 µM]
CC(C)Sc1nc2ccccc2[nH]1,1%
COc1ccc(-n2cc(CNCCCN3CCCC3=O)c(-c3ccccc3Cl)n2)cc1,-12%[57.5 µM]
NC(=O)N/N=C/c1cn(-c2ccccc2)nc1-c1cccs1,8%
O=C(Nc1ccc2oc(-c3ccccc3)nc2c1)c1cccs1,u
Clc1ccc(SCNc2ccccc2Cl)cc1,6%[57.5 µM]
CCS(=O)(=O)Nc1ccc2[nH]c(=O)[nH]c2c1,-2%
COc1ccc(-c2nnc(SCC(=O)Nc3nncs3)o2)cc1,1%
Cc1ccc(CCN2CC(C(=O)NCc3ccc4c(c3)OCO4)CC2=O)cc1 (configuration not stated),6%[57.5 µM]
COc1ccc(/C(=C\C(=O)O)c2nccc3cc(OC)c(OC)cc23)cc1OC,-15%
COc1ccc(S(=O)(=O)N2CCOC2CNC(=O)C(=O)NCCc2c[nH]c3ccccc23)cc1 (configuration not stated),-8%
O=Cc1c(F)cccc1N1CCCC1,-4%
C=C1CN(Cc2ccccc2)S(=O)(=O)c2ccccc21,-2%[57.5 µM]
Cc1nn(-c2ccccc2)c(N)c1Sc1ccc([N+](=O)[O-])cc1,6%
# Next structures follow:
SMILES,ERK EGF block
CCn1c(SCC(=O)Nc2ccccc2)nc2nc3c(cc2c1=O)COC(C)(C)C3,10%[57.5 µM]
COc1ccc(-c2nc(C#N)c(N3CC(C)OC(C)C3)o2)cc1OC (configuration not stated),1%
COc1ccc(N2C(=O)CC(Nc3ccc(F)cc3)C2=O)c([N+](=O)[O-])c1 (configuration not stated),-3%
CCC(=O)NC(NC(=S)Nc1ccccc1Br)C(Cl)(Cl)Cl (configuration not stated),-6%
CC1CC(C)CN(S(=O)(=O)c2ccc(NC(=S)NC(=O)c3ccccc3)cc2)C1 (configuration not stated),1%
Cc1ccc(NC(=O)CSc2nnc(CNC(=O)c3ccco3)o2)cc1,18%
Cc1ccc(C2CC(c3ccccc3)=NN2c2ccccc2)o1 (configuration not stated),u
O=[N+]([O-])c1ccc(CSc2nnc(Cc3ccccc3)o2)cc1,15%[57.5 µM]
CCC(C(=O)Nc1cccc(C(=O)O)c1)c1ccccc1 (configuration not stated),-3%
CCC(C)(C)NC(=O)C(c1cccn1C)N(Cc1ccc(OC)cc1)C(=O)Cn1nnc2ccccc21 (configuration not stated),5%
CCN(CC)c1ccc(NC(=O)c2ccccc2Br)cc1S(=O)(=O)Nc1ccccc1OC,4%
C/C(=N\Nc1ccc(C(F)(F)F)cn1)c1ccc(S(=O)(=O)NCc2ccco2)cc1,-3%
COc1ccc(CC2(CO)CCN(CC3=CC[C@H]4C[C@@H]3C4(C)C)CC2)cc1,-10%
CCCCN(CC(=O)NCc1ccc(Cl)cc1)S(=O)(=O)c1ccc2c(c1)OCCO2,-2%
C/C(CC(=O)Nc1ccc(Cl)cn1)=N\NC(=O)Cc1cccs1,-1%[57.5 µM]
CCc1c2c(nc3cccc(C(C)C)c13)-c1cccc(=O)n1C2,-7%
CC1CC(C#N)N(N(C)C)C1=C(C#N)C#N (configuration not stated),4%[57.5 µM]
CCC#CCOCC(=S)Nc1ccccc1,3%
O=C(COn1nnc2ccc(Cl)cc21)Nc1ccc(F)cc1,3%
O=C(NNC(=S)Nc1ccc(F)cc1)C1CC1c1ccc(Cl)cc1 (configuration not stated),1%
O=C(CN(C(=O)c1ccccc1Cl)N1C(=O)C2C3C=CC(C3)C2C1=O)c1cccs1 (configuration not stated),-7%
COc1cc(CN2CCN(c3ccccc3C)CC2)cc([N+](=O)[O-])c1O,4%
Nc1nc(-c2ccc([N+](=O)[O-])cc2)c(C(=O)Nc2ccc(Cl)cc2)s1,10%[57.5 µM]
N=C1/C(=C/c2coc3ccccc3c2=O)C(=O)N=C2SC(c3ccco3)=NN12,-3%[57.5 µM]
O=C(NCCc1ccccc1)c1ccc(Cl)nc1,-1%
Cc1occc1C(=O)NNC(=O)C1CC1,-4%
CCCNC(C)(C)COC(=O)c1ccccc1,-5%[25.7 µM]
Cc1ccc(C(=O)NC(=O)CSc2ncccc2C(=O)O)cc1,4%[57.5 µM]
COC(=O)c1sc(NC(=O)COc2cccc(C)c2)nc1C,2%
c1cncc(COC2CCCN(Cc3nc(-c4cccs4)no3)C2)c1 (configuration not stated),-14%[57.5 µM]
CCN(CC)CCNC(=O)c1ccc(NC(C)=O)cc1,-5%
O=C(COC(=O)CCc1ccc(S(=O)(=O)N2CCOCC2)cc1)NC(=O)NC1CCCCC1,2%
COc1ccc(CN2CCNC(=O)C2CC(=O)NC2Cc3ccccc3C2)c(OC)c1 (configuration not stated),-17%
COc1cc(/C=N/NC(=O)c2cccc([N+](=O)[O-])c2)ccc1OCc1ccccc1,-1%[57.5 µM]
COc1ccc2nc(Nc3nc4cc5c(cc4s3)OCO5)sc2c1,3%
CC1(C)Cc2ccccc2-c2nc(-c3ccccc3)oc(=O)c21,17%[57.5 µM]
Cc1ccc(S(=O)(=O)N2CCOCC2)cc1NC(=O)CSc1nnc(N)s1,-6%
CCN(CC)S(=O)(=O)c1cccc(C(=O)N/N=C(\C)c2ccc(O)cc2O)c1,u
O=C(CSc1ccccc1)N1CCC(N2CCC(C(=O)N3CCCC3)CC2)CC1,-13%
NNc1nccc(Nc2ccccc2C(=O)O)n1,3%
Cn1c(C(=O)O)c(C=O)c2ccccc21,-3%
CN(c1cccc(NC(=O)CN(c2cccc(Cl)c2)S(=O)(=O)c2ccc(Cl)cc2)c1)S(C)(=O)=O,6%
Cc1cccn2c(=O)c3cc(C#N)c(=NC(=O)c4ccco4)n(Cc4ccco4)c3nc12,6%[57.5 µM]
NC(=O)Nc1ccccc1C(=O)NCCc1ccccc1,5%
C/C(=N\Nc1nc(N2CCOCC2)nc(N2CCOCC2)n1)c1cccc([N+](=O)[O-])c1,4%
COc1ccc(N=C2SC(CC(=O)Nc3ccccc3)C(=O)N2CCc2ccccn2)cc1 (configuration not stated),3%
CN(C)CC(=O)N1c2ccccc2Sc2ccc(Cl)cc21,-4%
O=C1NN(c2ccccc2)C(=O)/C1=C/c1ccc(-c2ccc(Cl)c(C(=O)O)c2)o1,-8%
COc1cc(C)ccc1OCCOCCOc1cc(C)c(C)cc1Br,9%
Cn1cccc1CC(=O)N/N=C/c1ccc(C(C)(C)C)cc1,-6%[57.5 µM]

# Exported tab-delimited: two of the compounds above.
Structure	ERK EGF block
COc1cc(C)ccc1OCCOCCOc1cc(C)c(C)cc1Br	9%
Cn1cccc1CC(=O)N/N=C/c1ccc(C(C)(C)C)cc1	-6%[57.5 µM]

# (listing goes on)
SMILES,ERK EGF block
Cc1ccc(S(=O)(=O)NCc2ccc(C(=O)N3CCc4ccccc4C3)cc2)cc1,12%
Cc1ccccc1OCC(=O)Nc1cc(S(=O)(=O)N2CCCCC2)ccc1N1CCN(C)CC1,-5%
CC(c1ccccc1)n1cc(C(=O)NCCCn2ccnc2)nn1 (configuration not stated),0%
CCOC(=O)C1(Cc2cccc(F)c2)CCN(CCCn2cccn2)CC1,-4%[57.5 µM]
Cc1nc(Sc2ccc(Br)cc2)c(C#N)c(C)c1[N+](=O)[O-],6%[57.5 µM]
Cc1nn(-c2ccccc2)c2c1C(c1ccc(Br)s1)C(C#N)=C(N)O2 (configuration not stated),u
O=C(N/N=C/c1ccc([N+](=O)[O-])cc1)c1cc(C2CC2)nc2ccccc12,14%[57.5 µM]
COc1ccc(OC)c(CNC(=O)c2coc(=O)c3ccccc23)c1,-1%
O=C(O)C1=C[C@@H](c2coc3ccccc3c2=O)C[C@@H](OCc2ccc(CO)cc2)O1,-2%[57.5 µM]
Cc1[nH]c(=S)[nH]c(=O)c1CCC1OCCO1,5%[57.5 µM]
C=CC[n+]1ccn(-c2nc3ccccc3nc2[N-]S(=O)(=O)c2cccs2)c1,-3%[57.5 µM]
CC1(C)CC(=O)c2cn3c(nc2C1)nc1ccccc13,-18%[57.5 µM]
COc1ccc(C(=O)Nc2ccc(C)cc2C(=O)c2ccccc2)cc1,7%
CC1Oc2ccccc2N(CC(=O)c2ccc(F)cc2)C1=O (configuration not stated),4%
Cc1ccc([N+](=O)[O-])c(OCCN2CCCCCC2)c1,2%
COC(=O)[C@H](Cc1ccccc1)NC(=O)N1CCCCC1,9%[57.5 µM]
CC(O)c1cccc(NC(=O)CCCc2ccccc2)c1 (configuration not stated),-3%
O=C(Nc1ccc(Br)cc1)C(c1ccccc1)c1ccccc1,-15%[57.5 µM]
Cc1ccc(CC(=O)NCc2ccc(F)cc2)cc1,3%
Cc1ccc(NC(=S)NN(C)c2nc(C)cnc2C)cc1,8%

# Filtered by structure: those above with an aryl thioether with sulfur outside any ring
SMILES,ERK EGF block
Cc1sc2nc(SCC(=O)NCCOCCO)nc(N)c2c1C,2%
Cc1cc(OCc2nnc(SC(C)C(=O)O)n2Cc2ccccc2)ccc1Cl (configuration not stated),4%
Cc1ccc(-n2c(SCC(=O)NCc3ccco3)nnc2-c2cccnc2)cc1,4%
CC(C)Sc1nc2ccccc2[nH]1,1%
Clc1ccc(SCNc2ccccc2Cl)cc1,6%[57.5 µM]
COc1ccc(-c2nnc(SCC(=O)Nc3nncs3)o2)cc1,1%
Cc1nn(-c2ccccc2)c(N)c1Sc1ccc([N+](=O)[O-])cc1,6%
CCn1c(SCC(=O)Nc2ccccc2)nc2nc3c(cc2c1=O)COC(C)(C)C3,10%[57.5 µM]
Cc1ccc(NC(=O)CSc2nnc(CNC(=O)c3ccco3)o2)cc1,18%
O=[N+]([O-])c1ccc(CSc2nnc(Cc3ccccc3)o2)cc1,15%[57.5 µM]
Cc1ccc(C(=O)NC(=O)CSc2ncccc2C(=O)O)cc1,4%[57.5 µM]
Cc1ccc(S(=O)(=O)N2CCOCC2)cc1NC(=O)CSc1nnc(N)s1,-6%
O=C(CSc1ccccc1)N1CCC(N2CCC(C(=O)N3CCCC3)CC2)CC1,-13%
Cc1nc(Sc2ccc(Br)cc2)c(C#N)c(C)c1[N+](=O)[O-],6%[57.5 µM]

# High-throughput results (PubChem BioAssay)
